PhoP GFP inhibition: Inhibition of PhoP regulon, Salmonella typhi GFP reporter cells, confirmation, 4 h (AID 1850) | Salmonella Typhi PhoP-promoter GFP reporter, fluorescence, 4 h; higher % means a stronger effect | one-dose inhibition, % at 50 µM; IC50 in µM for titrated hits | 0.33% of 310,000 active; in the data active = a potency from the dose series; inconclusive = inhibition mostly from about 25% at the one dose, without a potency; inactive = the rest, 99 in 100 with inhibition below about 19%;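 also: 0% = induced wells with vehicle and 100% = uninduced wells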
VEEV TC-83 Vero: inhibitors of VEEV TC-83 cytopathic effect, confirmation, Vero cells (AID 588727) | Vero cells, VEEV TC-83 cytopathic effect inhibition; higher % means a stronger effect | inhibition, % at 20 µM; hits with a dose series show IC50 in µM | 0.13% of 350,000 active; in the data active = a potency from the dose series; inconclusive = inhibition mostly from about 14% at the one dose, without a potency; inactive = the rest, 99 in 100 with inhibition below about 12%; also: strong numbers were not always called active
M. tuberculosis HTS: M. tuberculosis growth inhibition, HTS (AID 449762); M. tuberculosis H37Rv growth inhibition, 7H9 media; higher % means a stronger effect; one-dose inhibition, % at 25 µM; IC50 in µM for titrated hits; 0.59% of 330,000 active; in the data active = a potency from the dose series; inconclusive = inhibition above about 70% without an active follow-up result;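 also: bacterial growth assessed after seven days of incubation; strong numbers were not always called active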
tuberculosis growth: growth inhibition of non-replicating M. tuberculosis (AID 488890). Mycobacterium tuberculosis non-replicating, growth inhibition; higher % means a stronger effect. one-dose inhibition, % at 25 µM; IC50 in µM for titrated hits. 0.39% of 320,000 active; in the data active = a potency from the dose series; inconclusive = inhibition mostly from about 82% at the one dose, without a potency; inactive = the rest, 99 in 100 with inhibition below about 76%;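 also: plate controls were DMSO cells for no effect and high antibiotic wells for full effect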
H1N1 NS1A inhibition: H1N1 influenza NS1A inhibitors, functional cell based assay (AID 504329). 0.3% of 340,000 active. one-dose inhibition, % at 12.5 µM; IC50 in µM for titrated hits. NS1A functional cell-based assay, percent inhibition; higher % means a stronger effect; in the data active = a potency from the dose series; inconclusive = inhibition above about 27% without an active follow-up result; also: strong numbers were not always called active
VEEV TC-83 Vero 10K pilot screen: further read-out of VEEV TC-83 Vero, marked with its call; inhibition, %; measured here: 10K pilot screen inhibition
Active calls of the source: *; i = inactive; ? = inconclusive; . = no result given. Outcome played no part in choosing rows; overall some 1.4% were active at least once.

SMILES | PhoP GFP inhibition | VEEV TC-83 Vero | M. tuberculosis HTS | tuberculosis growth | H1N1 NS1A inhibition | others
CC(=O)Nc1ccc(NC(=O)C2CC(=O)Nc3ncnn32)cc1 (stereo not drawn) | 3% | 0.9% | 2% | -9% | -11%
COc1ccc(-c2c(N)nnc3c2[nH]c2ccccc23)cc1OC | -9% | 8.7% | 7% | 20% | -13%
Cc1ccc(C(=O)N/C(=C\c2sccc2C)C(=O)NCCCN2CCOCC2)cc1 | 2% | 2.2% | 1% | 0% | 6%
Cc1ccc(NS(=O)(=O)c2ccc(-c3ccc(=O)[nH]n3)o2)cc1 | -9% | 0.9% | 5% | 6% | -9%
O=C(NNC(=O)c1ccccc1[N+](=O)[O-])c1ccc(NC(=O)c2ccccc2)cc1 | -1% | 3.9% | 2% | 15% | -8%
O=C(Cn1cc(S(=O)(=O)Cc2cccc(F)c2)c2ccccc21)N1CCOCC1 | 2% | 7.0% | -9% | 9% | 25%
O=C(O)CSc1nc(-c2ccc(Cl)cc2)nc2c1oc1ccccc12 | 0% | 5.0% | -3% | 63% | -8%
CC(C)c1ccc(CC(C)C2C3=C(CCCC3=O)OC3=C2C(=O)CCC3)cc1 (stereo not drawn) | -1% | 1.5% | -10% | 8% | -2%
CCOc1ccc2ccccc2c1/C=N/NC(=O)c1cc(C)[nH]n1 | 2% | 4.5% | -1% | 24% | -4%
Cn1nnnc1SCc1nc2scc(-c3ccccc3)c2c(=O)[nH]1 | -4% | 0.4% | -12% | 7% | -9%
CCOC(=O)N1CCN(C(=O)c2ccc(OC)c(OC)c2)CC1 | 17% | 0.5% | 4% | 4% | 7%
COC(=O)c1sccc1NC(=O)Nc1ccc(OC)cc1OC | -7% | 8.9% | 3% | 31% | -4%
CC(NC(=O)C1CCC1)c1ccc(Cl)cc1 (stereo not drawn) | -1% | 4.9% | 2% | 40% | -5%
COc1cccc(-n2c(Cc3cc(=O)[nH]c(=O)[nH]3)nnc2SC(C)C)c1 | -2% | 0.4% | -9% | . | 1%
CC(=O)Nc1nc2ccccc2n1CCN(C)C | 11% | 0.0% | -8% | . | -4%

Part of the list above in order of molecular weight, highest first:
SMILES | PhoP GFP inhibition | VEEV TC-83 Vero | M. tuberculosis HTS | tuberculosis growth | H1N1 NS1A inhibition | others
O=C(NNC(=O)c1ccccc1[N+](=O)[O-])c1ccc(NC(=O)c2ccccc2)cc1 | -1% | 3.9% | 2% | 15% | -8%
COc1cccc(-n2c(Cc3cc(=O)[nH]c(=O)[nH]3)nnc2SC(C)C)c1 | -2% | 0.4% | -9% | . | 1%
O=C(O)CSc1nc(-c2ccc(Cl)cc2)nc2c1oc1ccccc12 | 0% | 5.0% | -3% | 63% | -8%
Cn1nnnc1SCc1nc2scc(-c3ccccc3)c2c(=O)[nH]1 | -4% | 0.4% | -12% | 7% | -9%
CC(=O)Nc1ccc(NC(=O)C2CC(=O)Nc3ncnn32)cc1 (stereo not drawn) | 3% | 0.9% | 2% | -9% | -11%
CC(=O)Nc1nc2ccccc2n1CCN(C)C | 11% | 0.0% | -8% | . | -4%

(more compounds)
SMILES | PhoP GFP inhibition | VEEV TC-83 Vero | M. tuberculosis HTS | tuberculosis growth | H1N1 NS1A inhibition | others
C=C1c2cccc(OC)c2O[C@H](C(=O)OCC)[C@@H]1CCCCCC | . | i | . | . | -21%
Cn1cccc1C(=O)NC(=O)COC(=O)CC12CC3CC(CC(Br)(C3)C1)C2 | 0% | 1.1% | 3% | -4% | -5%
CCOc1ccc(N/C(SC)=C(/C#N)C(N)=O)cc1 | -2% | i | -3% | 10% | 1%
O=C(CN1C(=O)CCSc2ccccc21)Nc1ccc2c(c1)OCCO2 | -4% | i | -2% | 17% | 30%
O=C(CSc1nc2c(sc3ccccc32)c(=O)n1CCCN1CCCC1)NCc1ccccc1 | 7% | ? | 4% | 50% | 5%
CCCCn1c(N)c(N(CCC(C)C)C(=O)CSc2nc3ccccc3n2C)c(=O)[nH]c1=O | . | 0.5% | . | . | 9%
C[C@]1(C(=O)NCCCNc2ncc(C(F)(F)F)cc2Cl)C=C[C@@H](Cc2ccccc2)N1C(=O)c1ccccc1 | 13% | 3.9% | -7% | 17% | -4%
OC(COc1ccc(Cl)cc1)CN1CCN(c2cccc(Cl)c2)CC1 (stereo not drawn) | 3% | i | 13% | 77% | 23%
CCCN(CCC)C(=O)CSc1ncccc1C(=O)O | 9% | 2.1% | 3% | -3% | -2%
Cc1ccc(NC(=O)c2cc(S(=O)(=O)N3CCOCC3)ccc2Cl)cc1S(=O)(=O)N1CCOCC1 | . | 6.9% | . | . | -10%
CC(=O)c1c(N2CCN(c3ccc(F)cc3)CC2)nc(=S)n(-c2ccccc2)c1C | -7% | 1.1% | 0% | 6% | 13%
CCCOc1ccc(C(=O)C(CN2CCCC2)c2ccccc2)cc1 (stereo not drawn) | 2% | i | ? | 3.8µM* | 0%
C/C(=N\NC(=S)Nc1cc(S(=O)(=O)N2CCOCC2)ccc1Cl)c1ccc(N2CCOCC2)cc1 | 7% | 3.4% | -3% | -6% | 6%
COc1nc(N)nc(CC(=O)C2CC2)n1 | -12% | 0.8% | -1% | 1% | -3%
CN(c1ccccc1)S(=O)(=O)c1cccc(NC(=O)CN2C(=O)NC3(CCCCC3)C2=O)c1 | . | 0.4% | -1% | 28% | -2%
CC(C1CC1)N(C(=O)NC1CCS(=O)(=O)C1)c1ccccc1 (stereo not drawn) | -8% | 1.7% | 1% | -3% | 0%
O=C(CNC(=O)c1cccc(F)c1)OCC(=O)N1CCN(C(=O)c2ccco2)CC1 | 17% | 2.0% | 6% | -8% | -6%
Cn1c(NN)nc2sc3c(c2c1=O)CCC3 | -2% | 4.7% | 4% | 66% | 10%
CCOC(=O)c1cc(NC(=O)c2ccccc2)c(=O)oc1C(F)(F)F | . | 1.9% | . | . | -2%
COc1ccc(CCCc2nnc(SCC(=O)NN)o2)c(C)c1 | -11% | 0.1% | -7% | 15% | -7%
CSc1nc(=S)n(-c2ccc([N+](=O)[O-])cc2)c(C)c1C(C)=O | 3% | 0.5% | -3% | -14% | -3%
Cc1ccc(C(=O)OCC(=O)NC2CC2)cc1S(=O)(=O)N1CCOCC1 | . | i | -5% | 9% | -3%
C/C(=N\NC(=O)c1nc(C)cc(C)n1)c1ccccc1 | -7% | 2.1% | -2% | 1% | 4%
CCOc1ccc2nc(SCC(=O)NCC3CCCO3)c(C#N)cc2c1 (stereo not drawn) | 4% | 1.6% | -1% | -11% | 0%
COCCC(=O)N1CCC(Oc2ccc(C(=O)NCc3cccc(C)n3)cc2)CC1 | -8% | 1.8% | -1% | -13% | 4%
CN(CC(=O)Nc1cc([N+](=O)[O-])ccc1Cl)Cc1ccc(Br)cc1 | -4% | 0.8% | 1% | 73% | 10%
NC(=O)N/N=C/c1ccccc1OC(=O)c1cc2ccccc2oc1=O | 1% | 2.2% | 4% | 3.8µM* | 5%
COc1cc(NS(=O)(=O)c2ccc3[nH]c(=O)[nH]c3c2)cc(OC)c1 | -2% | 0.5% | -1% | -8% | -6%
O=c1[nH]c(=O)n(CCCc2ccccc2)cc1-c1ccccc1 | . | i | . | . | -13%
C[C@H]1CN(S(=O)(=O)C(C)(C)C)[C@H](CCO)/C1=C\c1ccccc1 | . | 0.3% | . | . | 0%

Retrieved by structure from above (five):
SMILES | PhoP GFP inhibition | VEEV TC-83 Vero | M. tuberculosis HTS | tuberculosis growth | H1N1 NS1A inhibition | others
NC(=O)N/N=C/c1ccccc1OC(=O)c1cc2ccccc2oc1=O | 1% | 2.2% | 4% | 3.8µM* | 5%
C[C@H]1CN(S(=O)(=O)C(C)(C)C)[C@H](CCO)/C1=C\c1ccccc1 | . | 0.3% | . | . | 0%
CCOC(=O)c1cc(NC(=O)c2ccccc2)c(=O)oc1C(F)(F)F | . | 1.9% | . | . | -2%
Cc1ccc(C(=O)OCC(=O)NC2CC2)cc1S(=O)(=O)N1CCOCC1 | . | i | -5% | 9% | -3%
CSc1nc(=S)n(-c2ccc([N+](=O)[O-])cc2)c(C)c1C(C)=O | 3% | 0.5% | -3% | -14% | -3%

(cont.)
SMILES | PhoP GFP inhibition | VEEV TC-83 Vero | M. tuberculosis HTS | tuberculosis growth | H1N1 NS1A inhibition | others
O=C(CNC(=O)c1ccc(Cl)cc1)c1ccc(Cl)cc1 | -14% | 0.3% | 97µM* | ? | -2%
O=C(NCC1CCCO1)c1ccc(NC(=O)C2C3C=CC(C3)C2C(=O)O)cc1 (stereo not drawn) | 3% | 4.1% | 6% | 0% | -12%
C=C(C)CN=C1NN=C(c2cc(C)n(-c3ccc(C)cc3)c2C)CS1 | -6% | i | 0% | 42% | 0%
COC(=O)C1=CC(C(=O)c2cccs2)=NN(c2ccc(OC)cc2)C1C(=O)OC (stereo not drawn) | -6% | i | 11% | 15% | 17%
Cc1cccc(CSC(Nc2ccc(F)cc2)=C(C#N)C#N)c1 | -9% | 9.2% | -6% | 72% | -2%
COC(=O)CCC(=O)OC1(C)C(=O)C=C2C=C(C3CC3)N(c3ccc(CO)cc3)C=C2C1=O (stereo not drawn) | 11% | . | 10% | -3% | .
CC(C)(C)c1cc(C(=O)Nc2cccc3ccccc23)ccn1 | -7% | 7.7% | -2% | 5% | 7% | VEEV TC-83 Vero 10K pilot screen=1.4
O=C(N/N=C\c1ccc(OCC(=O)N2CCCC2)cc1)C(=O)Nc1ccccc1F | 2% | 0.1% | -10% | 26% | 11%
Cn1c(CO)cnc1SCc1ccccc1 | -27% | 0.2% | 5% | 2% | -9%
N#CCCCn1c(O)c(N=NC(=O)C(O)c2ccccc2)c2ccccc21 (stereo not drawn) | 1% | 0.2% | -5% | 8% | -3%
CCOc1ccc(S(=O)(=O)NCCC(=O)NC2=NCCS2)cc1 | -5% | 0.8% | -6% | 1% | 1%
CCCNC(=O)COc1ncnc2sc(C)c(C)c12 | 23% | 1.2% | -1% | -8% | -14%
COc1ccc(CN2CCCC(C(=O)c3ccc(Cl)cc3)C2)cc1Cn1cccn1 (stereo not drawn) | 4% | 2.1% | -5% | 67% | 8%
O=C(CSC(=S)N1CCSCC1)c1ccc(Cl)cc1 | 0% | 2.5% | ? | ? | 8%
CCOC(=O)Cc1nnc(NC(=O)C(CC)Sc2nnc3c4ccccc4n(C)c3n2)s1 (stereo not drawn) | -2% | 1.0% | -4% | 8% | 8%
COC(=O)CCCC(=O)Nc1c(F)c(F)c(F)c(F)c1F | 4% | 0.5% | 5% | 2% | -4%
CC(C)C(=O)Nc1ccc(NC(=O)c2ccccc2Cl)nc1 | -3% | 1.4% | -5% | -2% | 1%
O=C1C2CC=CCC2C(=O)N1CC(=O)N(Cc1ccccc1)C1CCS(=O)(=O)C1 (stereo not drawn) | 2% | 0.5% | -1% | -1% | -4% | VEEV TC-83 Vero 10K pilot screen=0.8
C=CCOc1c(Cl)cc(C(=S)N2CCCC2)cc1OCC | 1% | 4.2% | -3% | 16% | -4%
CCN(CC)c1nc(NNC(=O)c2ccccc2)nc(N(CC)CC)n1 | . | 0.6% | . | . | 8%
COc1ccc(OC)c(N(CC(=O)Nc2cccc3ccccc23)S(C)(=O)=O)c1 | 4% | i | -1% | 1% | -3%
COc1cc(Nc2cccc[n+]2C)cc(OC)c1OC | 4% | 0.1% | 6% | -3% | -6%
O=c1c2c(nc3cc(-c4ccc(F)cc4)[nH]n13)CCC2 | 0% | 0.1% | -5% | -7% | 16%
O=C(O)C=C1CCN(c2ncc(C(F)(F)F)cc2Cl)CC1 | 8% | 3.9% | 6% | -2% | 2%
CN(C)c1ccc(N=Nc2ccc(S(=O)(=O)O)cc2)c2ccccc12 | -1% | 0.4% | 14% | -10% | 21%
O=C(Nc1ccc2nc3n(c(=O)c2c1)CCCC3)c1cc([N+](=O)[O-])ccc1F | -7% | ? | 12% | 74% | 6%
Cn1c(CO)cnc1SCC(=O)c1ccc(Cl)cc1 | 1% | 1.9% | -5% | 10% | 4%
O=c1[nH]c(=S)[nH]c(O)c1N=Nc1cc2c(cc1[N+](=O)[O-])OCO2 | 2% | 12% | -1% | 14% | -10%
CCN1CCN(Cc2ccc(NC(=O)CC3Oc4ccc(C)cc4NC3=O)cc2)CC1 (stereo not drawn) | 6% | 0.4% | -4% | -37% | 5%
CC(C)NC(=O)CCn1nc(-c2ccc(Cl)cc2)c2ccccc2c1=O | -5% | 3.3% | 6% | 10% | -10%
